Source: PubChem
HSP90 refold inh: blocks HSP90-mediated luciferase refolding in reticulocyte lysate; Rabbit reticulocyte lysate, luciferase refolding luminescence, 3 h; inhibition, % at 5.6 µM; 0.91% of 290,000 active; AID 1789;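 active = inhibition above the screen-wide mean plus 3 SD, computed separately per campaign, cut at about 16% in these data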;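 also: 0% = DMSO wells and 100% = 60 µM geldanamycin wells; inhibitors lower the luminescence because luciferase stays unfolded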
KLF5 inhibitor: kruppel-like factor 5 inhibition; inhibition, % at 5 µM; 0.23% of 290,000 active; DLD-1 KLF5 promoter-luciferase reporter, luminescence; AID 1700;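 active = inhibition above a per-plate limit of that plate's mean compound inhibition plus 3 SD, cut at about 60% in these data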;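 also: 0% = DMSO wells and 100% = LY294002 at 200 µM; higher means less KLF5 promoter-driven luciferase light; inactives centre near -14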
HDAC3 inhib: inhibitors of human histone deacetylase 3. 0.15% of 320,000 active. inhibition, % at 8.3 µM. recombinant HDAC3, fluorogenic peptide/trypsin coupled, fluorescence. O15379; in the data active = inhibition above about 26%, passing the limit was not always enough; inconclusive = no clear call, values can overlap the other calls
Target sequence (O15379 whole entry, looked up): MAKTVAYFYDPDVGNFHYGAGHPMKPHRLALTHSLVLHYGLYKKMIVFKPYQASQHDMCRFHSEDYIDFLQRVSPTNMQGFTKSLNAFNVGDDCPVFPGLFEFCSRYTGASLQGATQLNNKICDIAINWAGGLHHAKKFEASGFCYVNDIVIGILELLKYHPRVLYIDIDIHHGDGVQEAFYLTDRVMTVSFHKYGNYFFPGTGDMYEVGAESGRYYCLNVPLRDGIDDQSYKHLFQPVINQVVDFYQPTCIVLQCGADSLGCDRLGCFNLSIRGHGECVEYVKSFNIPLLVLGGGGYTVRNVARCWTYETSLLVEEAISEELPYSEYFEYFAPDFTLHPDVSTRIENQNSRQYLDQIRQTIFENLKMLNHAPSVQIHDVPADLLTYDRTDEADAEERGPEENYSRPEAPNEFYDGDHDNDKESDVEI
IEC-6 cytotox: kills IEC-6 intestinal cells in KLF5 counter-screen; AID 1825; 0.78% of 290,000 active; inhibition, % at 5 µM; IEC-6 cytotoxicity, luminescence viability; in the data active = inhibition above about 22%;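 also: 0% = plate median of test compound wells and 100% = cytotoxic reference compound wells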
AI-2 QS modul: modulates the Vibrio harveyi AI-2 quorum sensing system | activity change, % at 7.5 µM | Vibrio harveyi JMH597 AI-2 luminescence/OD600 ratio, 9 h; hits give low values; strain lacks LuxN and CqsS sensors; 0 = neutral-control median | AID 2094 | 0.4% of 300,000 active; in the data active = activity change below about -75%, passing the limit was not always enough; inconclusive = no clear call, values can overlap the other calls;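 also: luminescence divided by OD600 gain over 9 h not by final OD600 alone; inactives centre near 13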
HIF act: HIF pathway transcriptional activation. U2OS HRE-luciferase reporter, luminescence; normalized: DMSO 0%, desferrioxamine 100%. activation, % at 7.5 µM (by protocol). 0.32% of 300,000 active;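 active = mean activation of at least 10% of the iron chelator positive control signal, with at least half of replicates also reaching 10%; inconclusive = mean and replicate majority disagree about reaching 10%; inactive = mean and most replicates under 10%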
HSF1 inhib: HSF1 inhibition | NIH3T3-HGL HSE-luciferase, MG132-induced, luminescence 8 h; hits give low values | activity change, negative = inhibition, % at 7.5 µM (by protocol) | 0.77% of 300,000 active | AID 2098;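 active = more than half of replicate wells show activity change below -50%, luminescence cut by over half; inconclusive = some wells, but at most half, below -50%; inactive = no replicate well below -50%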;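 also: luciferase reports HSF-1 transcriptional activity via heat shock element; 0% = median of DMSO wells and -100% = zero luminescence signal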
HSF-1 act: increases HSF-1 driven luciferase reporter signal; NIH3T3-HGL HSF-1 luciferase reporter, MG132, 8 h; 100% = twice DMSO control signal; activation, % at 9 µM; 1.7% of 300,000 active; AID 504408;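 active = mean replicate activation of at least 50% with a set share of replicates each reaching 50%; inconclusive = only one of those two conditions met; inactive = mean below 50% and too few replicates reaching it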;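 also: 0% = median of the neutral control wells and 100% = twice that signal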
Platelet DG rel: modulates dense granule release in human platelets; 0.22% of 300,000 active; human platelet-rich plasma, SFLLRN dense granule ATP release, luminescence; inhibition, %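 (compounds screened at 7.5 µM in platelet-rich plasma)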;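 active = mean replicate score, as percent of positive control, at or above 50; inconclusive = mean below 50 but at least one replicate at or above 50; inactive = mean and every replicate below 50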
aSyn 5UTR inh: 5' untranslated region of α-synuclein, MLPCN primary screen; alpha-synuclein 5'UTR reporter, inhibitor activity; inhibition, % (tested at 7.5 µM); 0.82% of 300,000 active; AID 1813; in the data active = inhibition above about 60%; inconclusive = no clear call, values can overlap the other calls;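 also: H4 neuroglioblastoma cells stably carrying SNCA 5'UTR luciferase fusion; 0% = DMSO wells and 100% = positive control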
* hit, by the source's call; ? = inconclusive; . = not tested or not shown. Compounds were not picked by outcome. About 5% of those tested had a hit in this group.

SMILES	HSP90 refold inh	KLF5 inhibitor	HDAC3 inhib	IEC-6 cytotox	AI-2 QS modul	HIF act	HSF1 inhib	HSF-1 act	Platelet DG rel	aSyn 5UTR inh
CC(OC(=O)c1cccc(S(=O)(=O)N2CCCC2)c1)C(=O)NC1CCCCC1C (stereo not drawn)	.	.	-2	.	1	2.4	3	8	5	8
O=C(CN(Cc1ccco1)C(=O)c1nsc(Cl)c1Cl)NC1CCCCC1	2	2	-3	2	12	-0.9	-4	1	2	0
COc1cccc(C2=NO[C@@H]3C(=O)N(Cc4ccccc4)C(=O)[C@H]23)c1OC	3	-1	-5	5	-1	-0.1	7	17	6	-8
CN(C)S(=O)(=O)c1ccc(C(=O)NCC(=O)Nc2ccc(F)c(F)c2)cc1	-2	-1	-1	-2	-5	-0.1	-5	4	0	12
O=C1OC(OC2CCCCC2)(c2ccccc2)c2ccccc21 (stereo not drawn)	-2	-16	6	-7	30	0.2	23	49	7	-19
c1cc2c(c(NCc3ccncc3)c1)CCCC2	-2	-14	9	5	3	-30	-2	1	1	3
CCCCC(=O)N/N=C/c1ccc(N2CCOCC2)c([N+](=O)[O-])c1	-3	2	10	13	20	-0.2	0	6	8	30
CCC(C)C(NS(=O)(=O)c1ccc(C)cc1)C(=O)N1CCOCCOCCOCC1 (stereo not drawn)	0	-11	5	1	15	-0.1	-6	3	15	6
O=C(NCC(=O)N1CCN(Cc2ccccc2)CC1)c1ccc(Cl)cc1	-4	-33	-4	-5	9	-0.3	-3	9	-9	2
CCOCCCNC(=O)C1CC(=O)N(C2CCCC2)C1 (stereo not drawn)	4	-23	-1	6	14	0.0	3	1	-8	10
O=C(Nc1ccc(Br)c(C(F)(F)F)c1)c1ccc(C(F)(F)F)cc1	-6	-47	?	6	40	1.9	7	8	-2	-61
COc1ccc(/C(C)=N/NC(=O)c2nnn(-c3nonc3N)c2-c2ccccc2)cc1	-1	-14	0	3	10	-3.9	4	-3	0	7
O=C(NCCN1C(=O)S/C(=C\c2cccc(Cl)c2Cl)C1=O)C1=COCCO1	1	12	3	-2	33	1.8	40	44	-6	-39
COC(=O)c1cc(OC)cc(O)c1C(=O)c1c(O)cc(C)cc1O	.	.	6	.	23	0.1	0	12	1	-3
CCOc1ccccc1NC(=O)NC(C)c1ccncc1 (stereo not drawn)	-2	-8	1	4	1	-0.5	2	-1	7	-25
Cc1ccc(CN2C(=O)c3ccccc3Sc3ccc(C(=O)NCCCN4CCOCC4)cc32)cc1	-1	13	2	0	14	0.8	5	5	9	-2
CCOc1ccccc1-n1ccn(CC(=O)Nc2ccc(Br)cc2F)c(=O)c1=O	.	.	.	.	18	2.6	2	6	1	21
COc1cccc(C2c3[nH]c4ccccc4c3C[C@H]3C(=O)N(CCCO)CC(=O)N23)c1OC (stereo partly drawn)	1	0	0	1	2	1.3	5	0	-2	41
Cc1ccc(NC(=S)Nc2ccc(C(C)C)cc2)cc1S(=O)(=O)N1CCCCCC1	-4	-38	-7	-5	23	-0.6	-3	-6	0	-32
O=C(NNc1ccc(Cl)cc1)c1sccc1Cl	-2	-14	-2	-2	-43	-0.5	-10	16	-5	22
CC(C)(C)C(=O)NC1=NN(c2c(Cl)cc(Cl)cc2Cl)C(=O)C1	-2	10	-5	-5	9	-0.2	-9	-25	-9	24
CN(Cc1ccc(F)cc1)C(=O)c1cccc(S(=O)(=O)NCc2ccccc2)c1	.	.	.	.	3	-0.1	2	-2	7	-10
NS(=O)(=O)c1ccc(CCNC(=O)c2cc(-c3cc(Cl)ccc3O)n[nH]2)cc1	0	0	21	-7	-13	-12	-1	-8	-10	-30
CCN(CC)CCOC(=O)c1ccc(NC(=O)C2(c3ccccc3)CCCC2)cc1	2	13	1	4	-9	0.3	-4	-14	-5	-5
CCn1ncc2c1C(=O)NC1c3ccccc3C(=O)N21 (stereo not drawn)	-1	-48	-3	-4	-1	0.3	-5	0	3	-11

Next section:
SMILES	HSP90 refold inh	KLF5 inhibitor	HDAC3 inhib	IEC-6 cytotox	AI-2 QS modul	HIF act	HSF1 inhib	HSF-1 act	Platelet DG rel	aSyn 5UTR inh
COc1cc(/C=N/NS(=O)(=O)c2ccc(Br)cc2)ccc1O	2	-6	4	-1	18	-0.2	6	0	-12	-21
COc1ccc(CCN2CCCn3c2nc2c3c(=O)n(CC(N)=O)c(=O)n2C)cc1OC	7	-36	-1	-6	2	-67	-3	0	-14	-1
COc1ccc(CNc2nc3ccccc3n2CCN2CCCCC2)c(OC)c1	2	-10	1	3	52	-1.7	31	74*	1	-4
CCOc1ccc(S(=O)(=O)N(C)C2CCCCC2)cc1	0	-17	1	4	18	0.0	6	4	0	2
CCCOc1ccc(C(=O)NNC(=S)NC(=O)c2ccccc2)cc1	-3	19	3	37*	-213*	0.9	1	5	10	80*
COc1ccccc1N1CCN(S(=O)(=O)CC23CCC(CC2=O)C3(C)C)CC1 (stereo not drawn)	1	-21	5	3	13	0.3	11	6	-23	14
Cc1ccccc1-n1ncc(C(C)NS(=O)(=O)c2ccccc2Cl)c1C (stereo not drawn)	-3	-22	6	0	16	0.2	-5	11	-9	10
O=[N+]([O-])c1c(C(Cl)Cl)nn(-c2ccc(Cl)cc2)c1N1CCCCC1	6	0	6	2	4	.	2	-19	-4	1
Cc1ccc(NC(=O)CN2CCCCCC2)c(Br)c1	-2	-4	.	-4	13	2.4	20	24	-8	-204
CCc1ccc(OCC(=O)NC(NC(=S)Nc2ccc(Cl)cc2)C(Cl)(Cl)Cl)cc1 (stereo not drawn)	-4	9	1	-12	4	0.5	-4	8	6	-11
COCc1c(Br)c(C)nc2sc3c(=O)[nH]nnc3c12	-1	-19	12	1	42	-23	9	35	-5	-12
CC(=O)Nc1ccc(C(=O)n2nc(C)cc2C)cc1	-3	23	8	2	11	0.1	-1	-2	-4	0
Cc1ccc(NC(=O)C(C)NC(=O)OCc2ccccc2)cc1C (stereo not drawn)	2	3	.	-3	6	0.0	-2	8	2	2
CCOC(=O)CC(NC(=O)CCc1c(C)nc2nc(C)nn2c1C)c1ccc(OC(C)C)cc1 (stereo not drawn)	4	-16	0	4	19	0.2	4	5	2	0
COc1cccc(-c2cc(C(=O)NCCCn3ccnc3)c3ccccc3n2)c1	3	-24	-6	0	17	0.2	-5	13	1	-70
CC1CCN(C(=O)CSc2n[nH]c(-c3cccs3)n2)CC1	1	-26	4	-1	18	-0.1	-1	-4	26	-11
CC(=O)c1cccc(S(=O)(=O)N(Cc2cc3cc4c(cc3[nH]c2=O)OCCO4)CC2CCCO2)c1 (stereo not drawn)	0	-33	5	-3	-1	-0.1	2	28	-1	4
CCOCCCNS(=O)(=O)c1ccc(NC(=O)C2CC(=O)N(c3ccc(C)cc3)C2)cc1 (stereo not drawn)	3	-14	7	7	8	-0.3	-2	-12	-8	8
CCOC(=O)C1C(=O)OC(C)(C)C1C(CC)C(=O)c1c(C)cc(C)cc1C (stereo not drawn)	1	-8	8	2	-8	-0.3	-5	-7	-1	-21
COC(=O)c1cccnc1Oc1ccccc1	3	0	-2	-3	27	-0.5	-9	-16	0	-1
CCOC(=O)c1cc(CC)sc1NC(=O)CCC(=O)O	-2	-14	1	1	26	-0.5	-10	-7	3	8
CSc1ccc(Cl)c(C(=O)NCC(C)C)c1	0	9	.	-2	24	-0.4	-6	-11	-1	9
Cc1ccc(NC(=S)N/N=C/c2cccn2Cc2ccccc2F)cc1	0	-32	.	-6	27	-0.3	2	4	-3	29
CNC(=S)N(Cc1ccc(OC)cc1)Cc1cc2cccc(C)c2[nH]c1=O	-5	-1	-3	-3	16	0.1	-2	-4	-2	-8
CCOC(=O)CNc1cccc(C(F)(F)F)c1	-4	-17	3	4	36	0.1	-2	6	-7	-11

An excerpt from above in order of length of the SMILES, highest first.
SMILES	HSP90 refold inh	KLF5 inhibitor	HDAC3 inhib	IEC-6 cytotox	AI-2 QS modul	HIF act	HSF1 inhib	HSF-1 act	Platelet DG rel	aSyn 5UTR inh
CCOC(=O)CC(NC(=O)CCc1c(C)nc2nc(C)nn2c1C)c1ccc(OC(C)C)cc1 (stereo not drawn)	4	-16	0	4	19	0.2	4	5	2	0
O=[N+]([O-])c1c(C(Cl)Cl)nn(-c2ccc(Cl)cc2)c1N1CCCCC1	6	0	6	2	4	.	2	-19	-4	1
COc1ccccc1N1CCN(S(=O)(=O)CC23CCC(CC2=O)C3(C)C)CC1 (stereo not drawn)	1	-21	5	3	13	0.3	11	6	-23	14
CNC(=S)N(Cc1ccc(OC)cc1)Cc1cc2cccc(C)c2[nH]c1=O	-5	-1	-3	-3	16	0.1	-2	-4	-2	-8
Cc1ccc(NC(=S)N/N=C/c2cccn2Cc2ccccc2F)cc1	0	-32	.	-6	27	-0.3	2	4	-3	29
CCOc1ccc(S(=O)(=O)N(C)C2CCCCC2)cc1	0	-17	1	4	18	0.0	6	4	0	2
Cc1ccc(NC(=O)CN2CCCCCC2)c(Br)c1	-2	-4	.	-4	13	2.4	20	24	-8	-204
CCOC(=O)CNc1cccc(C(F)(F)F)c1	-4	-17	3	4	36	0.1	-2	6	-7	-11
COC(=O)c1cccnc1Oc1ccccc1	3	0	-2	-3	27	-0.5	-9	-16	0	-1

More structures.
SMILES	HSP90 refold inh	KLF5 inhibitor	HDAC3 inhib	IEC-6 cytotox	AI-2 QS modul	HIF act	HSF1 inhib	HSF-1 act	Platelet DG rel	aSyn 5UTR inh
C=CCn1c(N2CCCC2)nc2c1c(=O)[nH]c(=O)n2C	2	-12	4	4	5	-0.5	-9	-17	-2	13
Cc1cccc(C)c1OCC(=O)N/N=C/c1cccnc1	2	-8	-1	4	3	-0.4	-3	-9	-6	-16
COC(=O)c1ccc(N)cc1O	6	-11	-4	3	23	1.0	-13	-7	0	2
O=C(NCCc1ccc(F)cc1)c1n[nH]c2ccccc12	-1	-32	1	-1	-16	3.2	31	34	-3	-150
CCN1CCCc2cc(CN(CCN3CCOCC3)C(=S)Nc3ccc(OC)c(OC)c3)ccc21	2	5	3	-10	26	-0.1	0	15	1	3
Cc1ccccc1-c1cnn(-c2cccc([N+](=O)[O-])c2)c1N	-1	-33	-4	-4	13	0.2	3	9	-1	6
N/C(Cc1ccc([N+](=O)[O-])cc1)=N\OC(=O)c1ccc2ccccc2c1	1	0	-1	9	-12	0.4	-9	2	6	25
Cc1ccc2c(c1)COc1c3ccc(C(=O)NCCO)cc3nn1-2	.	.	-8	.	22	1.9	-27	-45	-1	-158
Cc1ccc(S(=O)(=O)N(CC2CO2)c2ccccc2[N+](=O)[O-])cc1 (stereo not drawn)	3	-9	-5	7	22	-0.1	8	3	3	-20
Nc1ccc2nc(C3CCCCC3)[nH]c2c1	-4	-15	7	-2	32	0.1	3	6	6	-24
